Compound activity deposited in PubChem by Broad Institute.
ERp5 block: inhibitors of human ERp5 | Q15084 | ERp5 insulin aggregation, absorbance 650 nm, 90 min | inhibition, % at 9.99 µM | 350,000 tested, 0.05% active;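 active = mean replicate inhibition above about 25%, with every replicate also reaching it, limit read from the data, passing the limit was not always enough; inconclusive = only one of those two criteria met; inactive = neither criterion met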
RAD52 inh: RAD52 (human) annealing inhibition. P43351. recombinant RAD52 DNA annealing, FRET fluorescence. inhibition, % at 18.7 µM. 360,000 tested, 0.46% active;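 active = every replicate showing at least 50% inhibition; inconclusive = mean inhibition at least 50% but not in every replicate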
E-selectin induc: E-selectin induction on HUVECs | HUVEC E-selectin immunofluorescence imaging; normalized: neutral wells 0, TNF-alpha wells 100 | activation, % at 7.58 µM | 260,000 tested, 0.37% active | AID 686992;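 active = mean E-selectin-positive cell signal at least 10% of the positive control, reached in at least 60% of replicates, without over 20% cell loss; inconclusive = no rule given, readout overlaps actives, possibly toxicity-flagged; inactive = the rest, including those meeting only one limit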;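 note: in these data hits start at about 27%; measured in HUVEC primary endothelial cells; signal is the percent of cells scored E-selectin positive by PE staining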
Target sequence (P16581 whole entry, looked up): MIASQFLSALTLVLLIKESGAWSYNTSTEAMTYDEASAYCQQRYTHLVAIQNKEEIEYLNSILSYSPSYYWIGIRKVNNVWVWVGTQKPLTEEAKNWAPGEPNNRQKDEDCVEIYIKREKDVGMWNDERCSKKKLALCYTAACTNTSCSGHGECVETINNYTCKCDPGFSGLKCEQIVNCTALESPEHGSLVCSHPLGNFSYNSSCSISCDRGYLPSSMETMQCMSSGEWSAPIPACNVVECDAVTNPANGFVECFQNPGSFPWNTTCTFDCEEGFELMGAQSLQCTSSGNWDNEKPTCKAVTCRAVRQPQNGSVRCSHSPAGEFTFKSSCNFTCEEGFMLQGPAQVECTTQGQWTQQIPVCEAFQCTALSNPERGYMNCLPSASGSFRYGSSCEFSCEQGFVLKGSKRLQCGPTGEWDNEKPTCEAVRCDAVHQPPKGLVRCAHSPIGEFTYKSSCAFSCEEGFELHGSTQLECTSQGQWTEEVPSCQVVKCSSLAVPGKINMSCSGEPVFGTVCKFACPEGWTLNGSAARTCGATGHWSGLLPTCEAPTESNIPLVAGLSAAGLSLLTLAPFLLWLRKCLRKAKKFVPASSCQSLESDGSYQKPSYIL
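Read-out: % PE-positive cells | Test system: HUVEC | Doses: One compound dose added by pin transfer | Buffer or medium: EGM-2 over gelatin coat | Signal: Immunofluorescence imaging | Benchmarks: TNF-alpha, DMSO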
RAD54 branch: RAD54 (human) branch migration inhibition. Q92698. RAD54 Holliday junction branch migration, FAM/BHQ fluorescence. inhibition, % at 10.4 µM. 360,000 tested, 0.14% active;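 active = mean normalized replicate activity at least 40 and at least half of replicates scoring 40 or more; inconclusive = only one of the two criteria met; inactive = mean below 40 and under half of replicates reaching 40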;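 note: 0% = median of neutral control wells and 100% = median of positive control wells; inhibitors cause a drop in the FAM fluorescence signal; in these data hits start at about 50%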
XiGFP reactiv: reactivates the inactive X chromosome in mouse fibroblasts | XiGFP mouse fibroblasts, % GFP-positive cells imaging, 3 d; cells co-treated with 5-aza-dC sensitizer; scaled so ellipticine positive control = 100% | activation, % at 7.58 µM | 360,000 tested, 0.055% active;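 active = mean normalized replicate activation at least 10% and every replicate at or above 10%; inconclusive = only one of the two criteria met; inactive = mean below 10% and not all replicates reach 10%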;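 note: 0% = median of on-plate neutral control wells and 100% = ellipticine 6 µM median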
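System: 68-5-11 XiGFP fibroblast line; Timing: 3 days compound exposure; Compound dosing: one concentration, pinned; Benchmarks: positive control ellipticine, 6 µM final; Buffer or medium: DMEM containing 5-aza-dC.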
esBAF inh: inhibitors of esBAF chromatin remodeling in mouse ES cells; reporter increase, % at 12.5 µM; Bmi1-luciferase knock-in reporter, 24 h; 100% = twice the neutral-well signal; AID 602393; 350,000 tested, 2% active; in the data active = activation above about 40%; inconclusive = no clear call, values can overlap the other calls;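 note: 0% = median of the plate's neutral control wells and 100% = double that signal; a rise in the Bmi1 reporter signal indicates esBAF inhibition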
S100A4 MyoIIA: blocks human S100A4 binding to myosin IIA peptide. S100A4/TAMRA-MyoIIA peptide fluorescence polarization. P26447. inhibition, % at 10.7 µM. 360,000 tested, 0.14% active;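 active = mean inhibition of at least 70% across replicates, with every replicate also reaching that level; inconclusive = mean inhibition reaches 70% but some replicates fall short; inactive = mean inhibition below 70%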
Target sequence (P26447 whole entry, looked up): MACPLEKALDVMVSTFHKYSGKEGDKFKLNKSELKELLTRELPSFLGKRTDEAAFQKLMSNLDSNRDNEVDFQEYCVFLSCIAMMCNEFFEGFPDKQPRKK
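Material: S100A4 monomer protein / Buffer or medium: 50 mM HEPES pH 7.2, 10 mM CaCl2, 100 mM KCl / Times: 5 min incubation before reading / Benchmarks: neutral control DMSO, positive control TFP / Reagent: labelled myosin peptide probe, 5 nM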
ERAP1 inh: inhibitors of human ERAP1 aminopeptidase. recombinant ERAP1, Leu-AMC fluorescence, 60 min. inhibition, % at 10.7 µM. 340,000 tested, 0.15% active. AID 652197;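 active = mean replicate inhibition of at least 30%, or all replicates individually reaching that 30% level; inactive = mean below 30% and not every replicate reaching it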;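 note: 0% = neutral control wells and 100% = L-leucinethiol positive control wells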
* = called active by the depositor; i = inactive; ? = inconclusive; · = no result given.

The line under a structure holds: E-selectin induc	esBAF inh	RAD54 branch	S100A4 MyoIIA	ERAP1 inh	XiGFP reactiv	ERp5 block	RAD52 inh
C#CCOCCOCCOCCNc1nc(N2CCN(C(=O)[C@H]([C@@H](C)CC)n3cc(CCC(=O)O)nn3)CC2)nc(N2CCN(C(=O)[C@H](CCCCN)n3cc(CCC(=O)O)nn3)CC2)n1
 : 1.1	6.2	-6.4	-0.8	-0.4	-0.2	6.2	6.3
Cc1cc(C(=O)OCC(=O)Nc2c(Cl)cccc2Cl)c(C)o1
 : 0.0	0.6	-5.1	0.0	-3.5	0.1	-1.4	-0.1
Cc1ccc(C)c(-n2ccnc2SCC(N)=O)c1
 : 0.0	·	·	-1.2	0.7	0.0	-9.5	-6.4
COc1ccc(C(=O)OC(C)C(=O)NC(C)CCc2ccccc2)cc1[N+](=O)[O-] (centres undefined)
 : ·	-6.3	12.7	0.1	-0.8	0.2	-2.7	-11.6
Nc1c(Cl)c(Cl)nc(C(=O)N/N=C/c2ccco2)c1Cl
 : -0.1	-0.3	-9.2	1.6	-2.2	0.3	-6.6	-18.1
CC(N=C1NS(=O)(=O)c2ccccc21)C(=O)OCC(=O)N(C)C1CCS(=O)(=O)C1 (centres undefined)
 : 0.0	-1.9	0.9	3.3	1.6	0.3	-6.8	-5.8
CC(C)c1nnc(NC(=O)c2ccc3ccccc3c2)s1
 : ·	5.8	-3.0	-6.1	3.0	0.2	-1.0	-5.8
CCC(C)NS(=O)(=O)c1ccc(NC(=O)CNCc2cccs2)cc1 (centres undefined)
 : 0.2	-2.6	-7.0	-2.2	-0.2	0.0	6.5	4.1
Cc1c(NC(=O)CSC(=S)N2CCCC2)c(=O)n(-c2ccccc2)n1C
 : 1.2	0.4	-8.3	2.7	0.4	0.0	-1.2	-6.2
CO[C@H](CN(C)S(=O)(=O)c1cn(C)cn1)[C@H](C)CN(C(=O)Nc1ccc(C(F)(F)F)cc1)[C@H](C)CO
 : 0.0	1.0	3.4	3.8	1.3	0.0	-1.1	-2.1
Cc1cc(C(=O)CCC(=O)Nc2cccc(F)c2)c(C)s1
 : 0.2	0.8	0.7	-5.3	-1.8	-0.1	3.2	-67.2
Cc1cc(C)n(CCNS(=O)(=O)c2ccc(C)c(C)c2)n1
 : ·	-7.3	4.3	-0.4	-2.9	0.1	4.0	-18.3
CCCN(CCC)S(=O)(=O)c1ccc(Cl)c([N+](=O)[O-])c1
 : 1.9	-1.4	·	-4.9	-0.6	0.0	3.3	3.6
OC(c1ccccc1)c1nc(-c2ccc(F)c(Cl)c2)cs1 (centres undefined)
 : 0.1	19.7	7.7	-2.3	-1.0	0.2	-1.6	-21.0
CC1CCCCN1C(=O)c1cc2c(=O)n3ccccc3nc2s1 (centres undefined)
 : -0.1	28.2	-1.4	1.1	17.7	0.0	-1.2	-15.0
Cn1cnc(S(=O)(=O)N[C@@H]2C=C[C@H](CC(=O)Nc3ccc(-c4ccccc4)cc3)O[C@H]2CO)c1
 : 0.0	0.4	-1.8	-7.6	-1.6	-0.3	2.4	-0.8
CC[C@@]1(C(=O)OC)N[C@H](CN(C)C(=O)c2ccc(F)cc2)[C@@H]2C(=O)N(Cc3ccccc3)C(=O)[C@@H]21
 : -1.5	0.3	-1.3	-11.9	-1.3	·	5.8	7.3
O=C(NCCN1CCN(Cc2ccccc2Cl)CC1)Nc1ccccc1
 : ·	5.9	3.7	-5.9	-0.7	·	-0.6	-7.4
COc1ccc2cc(C(=O)N3CCN(C)CC3)[nH]c2c1
 : 0.4	23.1	6.8	-1.8	-0.9	0.0	2.5	-6.8
O=C(N/N=C/c1sc(=O)[nH]c1-[n+]1ccccc1)c1ccccc1[O-]
 : ·	·	-17.0	-6.1	0.2	-0.1	-0.1	-46.1

Pulled by structure from the entries so far (two):
The line under a structure holds: E-selectin induc	esBAF inh	RAD54 branch	S100A4 MyoIIA	ERAP1 inh	XiGFP reactiv	ERp5 block	RAD52 inh
CC[C@@]1(C(=O)OC)N[C@H](CN(C)C(=O)c2ccc(F)cc2)[C@@H]2C(=O)N(Cc3ccccc3)C(=O)[C@@H]21
 : -1.5	0.3	-1.3	-11.9	-1.3	·	5.8	7.3
O=C(NCCN1CCN(Cc2ccccc2Cl)CC1)Nc1ccccc1
 : ·	5.9	3.7	-5.9	-0.7	·	-0.6	-7.4

(more compounds)
The line under a structure holds: E-selectin induc	esBAF inh	RAD54 branch	S100A4 MyoIIA	ERAP1 inh	XiGFP reactiv	ERp5 block	RAD52 inh
C/C(=N\NC(=O)c1ccc(O)cc1)c1cccc(NC(=O)c2ccc(Cl)cc2)c1
 : 0.1	52.5*	7.1	4.2	4.8	0.3	1.3	-2.7
Cc1ccc(C(=O)NN=C2CCCCCC2)s1
 : -0.1	1.6	-3.3	0.0	-0.7	0.0	2.9	-0.4
CCOC(=O)C1=NN(C(C)=O)C2C(=O)N(CC)C(=O)C12 (centres undefined)
 : 0.1	-1.9	-0.5	8.0	0.9	0.0	-1.5	-6.8
Cc1ccc(C)c(S(=O)(=O)Nc2ccc(S(=O)(=O)Nc3ncccn3)cc2)c1
 : 1.1	0.8	-4.3	-4.1	-2.7	-0.1	3.4	-10.1
O=C(CCl)N(c1ccc(Cl)cc1)c1c[nH]c2ccccc12
 : ·	8.9	-7.5	-6.1	8.3	·	4.9	-20.5
CCOC(=O)C1=C[C@@H](c2ccccc2)N(S(=O)(=O)c2ccc(C)cc2)[C@H]1c1ccc(OC)cc1
 : -0.2	1.2	3.5	-0.9	-2.2	0.0	-6.6	-13.0
c1ccc2c(c1)[nH]c1ccccc12
 : ·	-3.0	5.1	-8.7	·	·	-6.5	-0.8
COc1cc(OC)cc(C(=O)NCC(=O)OCC(=O)c2ccc3c(c2)-c2ccccc2C3)c1
 : ·	-1.9	·	-3.8	1.3	0.3	1.7	-51.6
CCNC(=O)[C@H]1[C@H](CO)[C@H]2Cn3c(ccc(-c4cccc(OC)c4)c3=O)[C@H]2N1C(=O)NC(C)C
 : 0.2	-0.1	15.2	0.8	-2.8	0.1	-2.4	4.6
Cn1cc(Cl)c(-c2n[nH]c(=S)n2-c2ccc(F)cc2)n1
 : -0.3	·	·	-4.9	2.2	-0.1	-1.0	-3.3
Cc1cccc(N2CCN(S(=O)(=O)c3ccc4c(c3)C(C)(C)C(=O)N4C)CC2C)c1 (centres undefined)
 : ·	-0.7	5.2	-3.8	-3.5	0.0	-0.8	-5.1
COc1ccc2[nH]c3c(c2c1)CCN1C(=O)C(CC(=O)NCCc2ccccn2)C[C@H](C(=O)N(C(C)C)C(C)C)[C@@]31C (some centres undefined)
 : -0.1	-7.2	-5.5	-3.3	0.5	-0.1	-1.9	-7.0
CNC[C@@H]1Oc2cc(C#CCN(C)C)ccc2S(=O)(=O)N([C@@H](C)CO)C[C@@H]1C
 : -0.4	4.9	-18.8	0.4	1.0	-0.5	-4.0	16.3
O=C1NC(=S)S/C1=C\c1cc(Cl)cc(Cl)c1O
 : 1.4	-9.4	-102.5	-31.9	6.0	0.1	-8.9	i
N#CC1=C(N)NC(=S)C(C(N)=O)C1c1ccc(Cl)cc1Cl (centres undefined)
 : ·	·	·	0.1	5.8	-0.1	-1.5	-12.5
O=C([C@H]1[C@H](CO)[C@H]2Cn3c(ccc(-c4ccc(F)cc4)c3=O)[C@H]2N1Cc1cocn1)N1CCOCC1
 : -0.4	-0.1	3.7	11.3	-4.2	0.0	-7.2	-11.0
O=C(Cn1ccnc1[N+](=O)[O-])NCc1ccccc1
 : 0.2	-1.6	-3.6	-5.1	0.0	0.2	-6.2	0.0
O=S(=O)(Cc1ccccc1)N1CCN(Cc2ccc(F)cc2Cl)CC1
 : -0.6	-4.2	4.2	-6.2	3.3	0.1	5.7	-7.3
COc1ccc(Cl)cc1NC(=O)COC(=O)C1=NNC(=O)CC1
 : -0.1	·	·	9.0	0.3	0.1	-0.4	-12.8
CCn1c(CNC(=O)c2ccco2)nnc1SCC(=O)c1ccc(F)cc1
 : 0.1	-1.0	4.2	-4.7	-2.4	0.0	-3.9	-13.9
Nc1sc(-c2ccccc2)cc1C(=O)NCCc1ccc(Cl)cc1
 : 0.2	·	·	-4.9	·	0.1	-0.6	-30.5
CN(Cc1ccc(OC(F)F)cc1)C(=O)c1ccc(S(=O)(=O)N(C)c2ccccc2)cc1
 : 0.2	-15.9	-12.8	2.5	1.0	0.0	4.8	-9.8
Cc1ccc(S(=O)(=O)Nc2ccc3c(c2)C(=O)N([C@@H](C)CO)C[C@H](C)[C@@H](CN(C)C(=O)Nc2ccccc2)OCCCC[C@H](C)O3)cc1
 : 0.0	11.1	-12.5	-13.1	1.8	-1.1	10.7	-18.3
CCS(=O)(=O)N1CCC2(CC1)CN(C(=O)c1ccc(F)cc1)[C@@H](CO)c1c2c2ccc(OC)cc2n1C
 : 1.4	·	·	-3.3	-0.5	0.0	2.4	7.1
COc1ccc(S(=O)(=O)N(C)C[C@@H]2OCc3ccccc3-c3ccccc3C(=O)N([C@H](C)CO)C[C@@H]2C)cc1
 : -0.5	-1.7	-3.1	-6.6	1.8	-0.6	16.2	5.9
Cc1ccc(S(=O)(=O)N(C)C)cc1NC(=O)CCNC(=O)c1ccco1
 : ·	0.6	1.5	3.6	-3.2	0.0	1.9	-6.1
CC(=O)NC(N(C#N)c1nc(Cl)nc(N(C)C)n1)C(Cl)(Cl)Cl (centres undefined)
 : 0.1	·	·	-4.0	-1.8	0.0	2.8	1.4
CO[C@H]1CC[C@@H]2CCOc3ccc(C#N)cc3C(=O)N(C)C[C@H](c3ccccc3)CC(=O)N(C)C[C@H]1O2
 : 0.0	-2.9	-0.4	-0.3	-0.4	-0.1	0.6	-2.7
CCC(C)N(C(=O)COc1ccc(Br)cc1C=O)C1CCS(=O)(=O)C1 (centres undefined)
 : 5.6	·	·	-1.9	0.5	-0.1	8.1	-13.8
CC(=O)Nc1cccc(-c2ccnc3c2CC(C)(C(=O)Nc2cccc(OC(F)(F)F)c2)O3)c1 (centres undefined)
 : 0.4	-5.7	1.6	-4.9	4.0	0.0	0.3	-4.0
Cc1nc2cc(C(F)(F)F)ccc2n1C
 : -2.0	·	·	2.3	0.5	0.0	1.5	-21.3
Cc1c(Cl)cccc1S(=O)(=O)Nc1ccnn1C
 : 1.2	·	·	-3.9	2.4	1.8	-1.6	-9.2
O=c1c2nccnc2[nH]c(=S)n1Cc1ccccc1Cl
 : -0.4	-4.4	·	2.4	·	-0.1	3.4	-6.5
CCN(CC(=O)Nc1c(F)cccc1F)C(=O)c1cc([N+](=O)[O-])ccc1N1CCOCC1
 : 0.0	0.8	·	4.1	8.3	-0.1	-0.9	-14.4
O=C(CCNC(=O)OCC1c2ccccc2-c2ccccc21)NOCc1ccccc1
 : ·	1.9	0.5	5.6	-1.1	-0.1	-5.0	-15.9
O=C(Nc1ccccc1F)Oc1cccc(OC(=O)Nc2ccccc2F)c1
 : ·	?	-5.2	-6.8	0.3	0.5	0.7	-11.1
O=c1c2ccccc2ncn1-c1ccc(Br)cc1[N+](=O)[O-]
 : ·	0.5	-2.6	-2.6	2.3	0.0	-4.9	-0.4
CCCCN(C)CCNC(=O)C(NC(=O)C1CCC(C)CC1)C(C)C (centres undefined)
 : ·	-7.1	·	1.6	2.7	-0.7	8.4	-4.3
OCCNCC(O)Cn1c2ccccc2c2ccccc21 (centres undefined)
 : 0.0	·	·	0.9	-2.5	0.3	0.4	-2.6
